SENP1 FRET inh – blocks the human SENP1 SUMO protease catalytic domain; Q9P0U3; inhibition, % at 10 µM; 360,000 tested, 0.21% active; AID 624204; recombinant SENP1 catalytic domain, CyPet-SUMO1-YPet FRET cleavage;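 active means inhibition at least 30% at 10 µM, raw YFP signal under a set limit, fluorescence ratio 0.5 to 1.5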;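 further: 0% = enzyme with DMSO and 100% = no enzyme wells; some results filed as inactive read as strong as hits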
Target sequence (Q9P0U3 419-644 limits assumed): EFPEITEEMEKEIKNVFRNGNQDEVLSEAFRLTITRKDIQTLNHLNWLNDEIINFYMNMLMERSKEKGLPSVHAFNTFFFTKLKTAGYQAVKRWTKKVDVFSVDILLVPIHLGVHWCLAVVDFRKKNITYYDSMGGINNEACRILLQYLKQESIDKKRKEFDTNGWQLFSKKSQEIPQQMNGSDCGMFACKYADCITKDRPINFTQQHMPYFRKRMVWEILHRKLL
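Material – human SENP1 catalytic domain · Input – SENP1 enzyme, 20 pM final · Compound dosing – single concentration of 10 µM compound, 0.5% DMSO final · Timing – enzyme reaction for 50 min at room temperature, dark · Measured by – FRET fluorescence in CFP and YFP emission channels · Control set – no-enzyme wells low, DMSO-plus-enzyme wells high control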
hIAP act – increases human intestinal alkaline phosphatase activity; purified human IAP, CDP-Star luminescence, 30 min; hits give high values; 1 = vehicle-only enzyme, 0 = enzyme-free background; activation factor at 10 µM; 330,000 tested, 0.16% active; AID 2524;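 active means activation factor of the enzyme at least 2-fold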; further: the source names both 10 and 20 µM as test concentration; values of inactives mirror those of a sister screen read the other way
A3A deaminase – inhibitors of human APOBEC3A DNA deaminase | AID 493011 | P31941 | inhibition, % at 20 µM | recombinant A3A, FAM/TAMRA ssDNA deamination fluorescence | 330,000 tested, 0.41% active;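 active means at least 40% inhibition at 20 µM here, with at most 30% in a related deaminase screen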;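 further: plate controls were A3A with DMSO for no effect and wells lacking A3A enzyme for full effect; some results filed as inactive read as strong as hits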
Target sequence (P31941 whole entry, looked up): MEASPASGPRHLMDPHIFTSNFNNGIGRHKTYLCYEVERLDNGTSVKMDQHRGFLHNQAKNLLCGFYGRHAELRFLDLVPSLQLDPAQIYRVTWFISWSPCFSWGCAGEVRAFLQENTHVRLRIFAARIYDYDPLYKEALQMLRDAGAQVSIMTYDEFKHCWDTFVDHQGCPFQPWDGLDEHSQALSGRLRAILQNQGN
MIN6 prolif – induces beta-cell replication in MIN6 cells. proliferation, % at 10 µM. 330,000 tested, 0.29% active. MIN6 cells proliferation, ATPlite luminescence, 48 h; cells starved in 0.2% serum; 100% = growth in 10% serum;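 active means compounds whose signal lies at least 3.5 SD above the mean of all wells on their plate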;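 further: 0% = DMSO-treated cells in low-serum medium and 100% = 10% serum control; some compounds called inactive have numbers as strong as hits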
mIAP activ – increases mouse intestinal alkaline phosphatase activity. 330,000 tested, 0.24% active. muIAP, CDP-Star luminescence, 30 min; hits give high values; 1 = vehicle-only enzyme signal, 0 = enzyme-free wells. activation factor at 10 µM;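 active means activation factor of at least 2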; further: the source names both 10 and 20 µM as test concentration; values of inactives mirror those of a sister screen read the other way
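Assay system: mouse IAP enzyme; Reagent: CDP-Star chemiluminescent phosphatase substrate; Compound: DMSO-dissolved test compounds; Incubation: 30 min, room temperature; Technique: luminescence from enzymatic CDP-Star hydrolysis; Controls: DMSO-only wells and no-enzyme negative control.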
hIAP block – blocks human intestinal alkaline phosphatase; P09923; purified IAP, CDP-Star luminescence, 30 min; inhibition, % at 10 µM; 330,000 tested, 0.12% active; AID 2544;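 active means inhibition reaching a set limit with compound at 10 µM in the primary screen, cut at about 35% in these data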;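 further: plate controls were DMSO wells with enzyme for no effect and no-enzyme buffer wells for full effect; values of inactives mirror those of a sister screen read the other way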
NALP3 yeast inh – inhibitors of NALP3 inflammasome in yeast; Yeast reconstituted NLRP3/ASC/caspase-1, beta-gal luminescence, 24 h; 330,000 tested, 0.39% active; AID 2825; inhibition, % at 10 µM;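 active means inhibition of 50% or more; inactive means inhibition below 50%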;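 further: plate controls were induced DMSO wells for no effect and uninduced yeast grown without galactose for full effect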
APOBEC3G inh – inhibitors of human APOBEC3G DNA deaminase | Q9HC16 | recombinant A3G, ssDNA deamination FAM/TAMRA fluorescence | inhibition, % at 20 µM | 330,000 tested, 0.28% active | AID 493012;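 active means inhibition of at least 40% at 20 µM, with no more than 30% in the related APOBEC3A deaminase screen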;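 further: plate controls were DMSO wells with A3G for no effect and wells lacking A3G enzyme for full effect; some compounds called inactive have numbers as strong as hits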
Target sequence (Q9HC16 whole entry, looked up): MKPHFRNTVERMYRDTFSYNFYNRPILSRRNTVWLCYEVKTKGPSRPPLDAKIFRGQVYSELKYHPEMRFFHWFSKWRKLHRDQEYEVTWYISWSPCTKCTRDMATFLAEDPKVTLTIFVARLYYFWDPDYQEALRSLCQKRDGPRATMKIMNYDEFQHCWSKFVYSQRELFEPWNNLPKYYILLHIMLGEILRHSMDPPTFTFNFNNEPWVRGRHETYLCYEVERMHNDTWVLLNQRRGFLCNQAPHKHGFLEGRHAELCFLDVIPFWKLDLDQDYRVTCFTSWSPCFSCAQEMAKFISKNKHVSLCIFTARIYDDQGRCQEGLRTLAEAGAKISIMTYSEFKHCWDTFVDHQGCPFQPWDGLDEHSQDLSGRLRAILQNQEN
mIAP block – mouse IAP inhibition; purified mouse IAP, CDP-Star luminescence, 30 min; inhibition, % at 10 µM; 330,000 tested, 0.2% active;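 active means inhibition of at least 40% at 10 µM in the primary screen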;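 further: plate controls were DMSO with enzyme for no effect and no enzyme wells for full effect; values of inactives mirror those of a sister screen read the other way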
An asterisk follows results filed as active; / = not tested or not shown; & = joins results of further samples.

SMILES	SENP1 FRET inh	hIAP act	A3A deaminase	MIN6 prolif	mIAP activ	hIAP block	NALP3 yeast inh	APOBEC3G inh	mIAP block
COc1ccc(CNC(=O)C(=O)NCC2CCCO2)cc1 (stereo not given)	2	1.2	-5	0	1.1	-18	13	-4	-8
COc1ccc(C)cc1N(CC(=O)Nc1cccc(N(C)S(C)(=O)=O)c1)S(C)(=O)=O	0	1.2	0	-1	1.1	-18	9	-1	-11
O=C(Oc1c(Br)cc(Br)c2cccnc12)N1CCCCC1	0	1	2	-3	0.94	0	15	1	6
CCN(CC(=O)Nc1c(F)cccc1F)C(=O)c1ccc(COc2ccccc2)o1	0	1.1	1	5	0.94	-14	16	-5	6
CCOc1cc(/C=N/NS(=O)(=O)c2ccccc2)ccc1OS(=O)(=O)c1ccc(C)cc1	0	1.3	-4	-5	0.93	-27	21	-3	7
CC(=O)NN1C(=O)c2ccccc2NC1c1cccc([N+](=O)[O-])c1 (stereo not given)	2	1	4	-4	0.97	-2	10	2	3
Cc1nc2scc(-c3ccc(Cl)cc3)c2c(=O)n1N	1	1.1	-5	1	0.94	-7	14	-11	6
O=C(Nc1ccccc1)C1CCCN1/C=C/C(=O)C(F)(F)F (stereo not given)	4	0.87	-1	-1	1	13	4	-6	-3
O=C(CCCN1C(=O)/C(=C/c2cccc(Br)c2)SC1=S)Nc1cccnc1	1	0.93	-2	-3	0.83	7	18	-5	17
O=C(c1ccccc1F)N1CCOCC1	-1	0.9	1	0	1.1	10	16	-5	-6
c1cncc(CSc2ccc(-c3cccs3)nn2)c1	2	1	4	-5	0.96	-3	-12	-2	4
O=c1c2ccccc2nnn1CSc1nnc(-c2cccnc2)n1-c1ccccc1F	-3	1.2	5	-3	0.99	-17	6	-3	1
Cc1ccc(S(=O)(=O)N2CCCCC2)cc1NC(=O)c1ccc2ccccc2n1	0	0.95	-2	-5	0.97	5	-6	-2	3
CC(C)(C)c1ccc(C2/C(=C(\O)c3ccc4c(c3)OCCO4)C(=O)C(=O)N2CCCN2CCOCC2)cc1 (stereo not given)	-1	0.88	-5	-2	0.99	12	-2	-4	1
COc1ccc(CNC(=O)CN2CCN(S(=O)(=O)c3cccs3)CC2)cc1OC	-1	0.9	1	-1	0.97	10	-4	6	3
Cc1ccccc1C(=O)NC(=S)Nc1ncccn1	3	0.81	-1	-3	0.96	19	29	-8	4
O=C1C2CCCN2C(c2ccc(F)cc2)N1c1cccc(Cl)c1 (stereo not given)	-1	1	-1	-2	0.85	-2	10	-4	15
CCN1CCN(C2=C(Cl)C(=O)N(Cc3ccccc3)C2=O)CC1	17	0.99	-20	-4	0.9	1	28	-7	10
Cc1ccc(S(=O)(=O)N2CCOCC2)cc1NC(=O)COc1cccc(Oc2ccccc2)c1	1	0.97	-1	-5	1.1	3	24	-5	-15
COc1ccc(C(=O)N2CCN(C3CCC(c4ccccc4)CC3)CC2)cc1OC (stereo not given)	2	1.2	-4	2	1.1	-18	-3	-9	-8
CN1CCC(NC(=O)Cc2c(F)cccc2Cl)CC1	1	0.95	4	-1	0.92	5	6	-3	8
Cc1ccc(SCc2c(C(=O)N/N=C/c3ccoc3)nnn2-c2nonc2N)cc1	1	1.1	2	0	0.85	-10	8	-3	15
Cc1ccc(C(N)=S)c(C)c1	0	1	-4	-3	0.98	-3	-8	-3	2
Cc1cccc(N2CCN(C(=O)Cc3c(C(=O)O)[nH]c4ccc(Cl)cc34)CC2)c1C	0	0.9	-1	-3	1	10	7	-2	-4
Clc1ccc(-c2csc3ncnc(N4CCc5ccccc5C4)c23)cc1	-4	0.85	-1	0	1.1	15	20	0	-11
CC(C)n1nccc1N(Cc1ccc(Br)cc1)S(=O)(=O)c1ccccc1	-2	1.2	0	-7	1	-16	17	-2	-4
COc1cc(N=c2ssnc2Cl)c(OC)cc1Cl	2&3	0.99&0.7	2&6	-7&-6	0.85&0.77	0&30	9&24	67*	15&23
C[C@H]1C=C(C(=O)NCc2nc3ccccc3[nH]2)O[C@@H](OCCCCO)C1	-1	1.1	-2	-7	1.1	-15	0	-4	-9
O=C(NCCO)c1ccc2nc(Cc3cccc(Cl)c3)oc2c1	1	0.9	-8	0	0.98	10	14	-4	2
Cc1nc(CCNC(=O)COc2ccccc2)cs1	2	1.1	0	0	1.1	-14	4	2	-6
CCCCNc1nc(CC(C)=O)ns1	-9	1.1	-6	-5	1.1	-10	19	-9	-9
O=C(Cn1cc(C(F)(F)F)ccc1=O)N1CCc2ccccc2C1	4	0.98	-2	5	0.9	2	2	-5	10
COc1ccc(S(=O)(=O)N2CCC(C(=O)N[C@H](C(=O)N3CCCC3)C(C)C)CC2)cc1	2	0.92	-6	6	0.97	8	9	-8	3
COc1ccc(NC(=S)N(Cc2cccnc2)Cc2ccco2)cc1	-1	0.99	-5	-2	0.95	1	1	-4	4
O=C(NCCC(=O)N1CCN(c2ccccc2O)CC1)c1ccc(Br)cc1	-1	1.2	-1	-3	1.1	-21	9	-7	-6
CCN1CCN(C(=O)c2cc3nc(-c4ccccc4)cc(C(F)(F)F)n3n2)CC1	-3	1	-3	0	1	-1	23	-7	-2
O=C(N/N=C/c1ccc2c(c1)OCO2)c1cc(-c2ccccc2)nc2ccccc12	-1	0.98	-2	1	0.86	2	6	-5	14
CN(CC(=O)Nc1ccc(Cl)cc1)C(=O)CCc1c[nH]c2ccccc12	-2	1	-4	0	0.99	-2	5	-11	1
CCOC(=O)c1cn(Cc2c(C)c(C)c(C)c(C)c2C)nn1	3	1.1	-2	3	0.98	-13	12	-6	2
O=C(COC(=O)/C=C/c1cc(Br)ccc1F)Nc1ccc2[nH]c(=O)[nH]c2c1	-18	1.1	7	-2	0.97	-7	10	11	3

As entered above.
O=C(N/N=C/c1ccc2c(c1)OCO2)c1cc(-c2ccccc2)nc2ccccc12 – mIAP block: 14
O=C(COC(=O)/C=C/c1cc(Br)ccc1F)Nc1ccc2[nH]c(=O)[nH]c2c1 – MIN6 prolif: -2

(listing goes on)
SMILES	SENP1 FRET inh	hIAP act	A3A deaminase	MIN6 prolif	mIAP activ	hIAP block	NALP3 yeast inh	APOBEC3G inh	mIAP block
COc1cc([N+](=O)[O-])cc(/C=N/NC(=O)c2cncc(Br)c2)c1O	-35	0.92	5	-5	0.75	8	6	-1	25
NCCNC(=O)c1c(O)c2cccc3c2n(c1=O)CCC3	-2	1	-5	-2	0.9	0	61*	-1	10
Cc1ccc(NC(=O)c2ccoc2C)cc1C	1	0.97	-2	-3	0.99	3	8	-11	1
Cc1[nH]n(C(N)=S)c(=O)c1N=Nc1ccc(Br)cc1	5	1.1	-6	-3	0.94	-14	42	-3	6
CCOc1cc(/C=N/NC(=O)c2ccncc2)cc(Cl)c1OS(C)(=O)=O	0	1.1	-5	0	1	-5	-13	-9	-2
O=C(CCC(=O)c1cccs1)NCc1ccncc1	-3	0.9	3	-2	1.1	10	9	11	-6
O=C(CN1C(=O)NC2(CCCC2)C1=O)OCc1ccc(Cl)cc1Cl	-1	0.97	-2	4	0.99	3	7	-10	1
O=[N+]([O-])c1ccc2c(c1)nc1n2CCCCC1	0	1.1	-3	-4	0.94	-11	12	-7	6
Cc1ccc(/C=C/C(=O)N2CCN(S(=O)(=O)/C=C/c3ccccc3)CC2)o1	1	0.9	3	-1	1	10	19	-2	0
O=C(Nc1ccc(OC(F)(F)F)cc1)c1cccc(-n2cnnn2)c1	0	1.1	7	-2	1	-11	6	0	-1
O=C(CSCc1ccc(Cl)cc1Cl)Nc1nccs1	1	1	0	-1	0.88	0	2	-3	12
Cc1cccc(NC(=O)CCCNC(=O)c2ccc(Cl)cc2)n1	1	1.2	3	1	0.95	-18	11	-5	5
CCCc1cc(=O)oc2c(CN3CCN(C)CC3)c(O)ccc12	-151	0.96	-4	-4	0.99	4	10	-7	1
O=C(Nc1ccc(Cl)cc1)c1csc(Cc2ccccc2)n1	0	0.82	10	-5	1.1	18	16	-7	-9
CC1(C)C[C@H](O)[C@@]23C[C@@H](OC2=O)[C@]2(C)C(=CCC4[C@@]5(C)CC[C@H](O)C(C)(C)C5CC[C@]42C)[C@@H]3C1 (stereo not given in full)	/	1.1	-3	-6	1	-8	51*	-9	-1
O=C(c1ccc(NS(=O)(=O)c2cccs2)cc1)N1CCN(c2ccccc2Cl)CC1	0	0.9	-2	1	1.1	10	14	-11	-6
CCOc1ccc(NC(=S)Nc2cccc3cnccc23)cc1	-7	1	0	-3	1.1	-2	15	1	-6
COc1cc(OC)cc(C(=O)N2CCN(C3CCCCC3)CC2)c1	-35	1.2	-5	-1	0.96	-24	14	-2	4
Cc1ccc(S(=O)(=O)NCCC(=O)Nc2ncccc2O)cc1C	-1	0.97	-2	0	0.9	2	11	-11	10
Cc1cc(C(=O)N/N=C2/CC(C)CC(C)(C)C2)c(C)o1 (stereo not given)	2	1	2	0	0.98	-3	7	-1	2
CCO[C@H]1OC(C(=O)NCc2ccccc2)=C[C@@H](C)[C@@H]1CCCO	1	1	1	-2	1	-4	6	-4	-1
O=C(C[C@H]1C[C@H](C(=O)N2CCCCC2)[C@@]2(CCc3ccccc3)c3[nH]c4cc(-c5ccco5)ccc4c3CCN2C1=O)NCc1cccc(C(F)(F)F)c1	-62	/	-3	/	1.1	/	/	-3	-10
Cc1nn(-c2ccccc2Cl)c(Cl)c1/C=C(\C#N)C(N)=O	0	0.96	2	-4	0.97	4	16	-3	3
CCOCCCn1c(=S)[nH]c2cc(C(=O)NCC(OC)OC)ccc2c1=O	6	0.9	5	1	0.96	10	9	7	4
CCCCn1c(SCC(=O)NCc2ccco2)nnc1-c1ccoc1C	-14	0.93	10	0	0.87	7	-7	5	13
COc1cccc(-c2cc(C(=O)Nc3ccccc3)c3ccccc3n2)c1	1	0.91	1	-2	0.89	10	18	0	11
N#C/C(=C\c1c[nH]c2ccccc12)C(=O)Nc1ncc(Cc2ccc(Cl)cc2Cl)s1	-28	0.99	-1	-3	0.81	1	11	-2	19
COc1ccc(CCNC(=O)c2cccnc2)cc1OC	-2	1.1	0	3	1	-5	-2	-4	-3
COC(=O)CSc1nnc(SCc2ccccc2)s1	4	1.1	7	-2	0.97	-13	1	-5	3
CC(C)(C)C(=O)Nc1ccc(/C=C/C(=O)c2ccco2)cc1	-6	1.2	-6	-5	0.92	-16	29	-7	8
CC(=O)n1cc(/C=N/NC(=O)c2ccccc2Cl)c2ccccc21	0	1.2	0	-4	1	-17	19	-4	-2
COc1ccc(NC(=O)CS(=O)CC(=O)Nc2ccc(OC)c(OC)c2)cc1 (stereo not given)	-1	0.92	-2	1	0.92	8	-11	-8	8

High-throughput results (PubChem BioAssay)

Some of the compounds tested, so the mix of outcomes need not match the whole.
